# Compound activity (PubChem)
# U2OS ROS induce = ROS inducers in U2OS cancer cells, primary screen, cell-based, H2DCF-DA fluorescence; U2OS ROS induction; ROS induction (% of piperlongumine), % at 10 µM; actives 2% (n = 46,000); AID 624156, 2012; in the data active means ROS induction above about 79%, passing the limit was not always enough;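 further: 0% = DMSO vehicle median and 100% = reference compound median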
# The depositor's hits bear a star. Not all compounds are listed, so the mix of outcomes need not match the whole.
SMILES,U2OS ROS induce
Cc1ccc2c(c1O)C(=O)c1ccc(O[C@@H]3O[C@H](CO[C@@H]4OC[C@@H](O)[C@H](O)[C@H]4O)[C@@H](O)[C@H](O)[C@H]3O)cc1C2=O,18.0
Cc1noc(C)c1S(=O)(=O)Nc1ccc2c(c1)C(=O)N([C@H](C)CO)C[C@@H](C)[C@H](CN(C)Cc1ccc(C(F)(F)F)cc1)O2,-7.3
Cc1noc(C)c1S(=O)(=O)Nc1ccc2c(c1)C(=O)N([C@H](C)CO)C[C@H](C)[C@H](CN(C)S(=O)(=O)c1ccc(Cl)cc1)OCCCC[C@@H](C)O2,16.1
C=C1CCC2[C@](C)(CCC[C@]2(C)C(=O)O)[C@H]1CC/C(C)=C/C(=O)O (stereo partly specified),-6.5
CC(CN(C)C)CN1c2ccccc2CCc2ccccc21 (stereo unspecified),29.7
COc1ccc(Cl)cc1NC=C1C(=O)OC2(CCCCC2)OC1=O,12.6
CCn1c(SCC(=O)Nc2ccc(OC)c(Cl)c2)nnc1-c1ccc(C)cc1,3.0
COc1cc(/C=N/NC(=O)CCCCCC(=O)Nc2ccccc2O)c(Br)cc1O,25.1
COc1ccc(S(=O)(=O)Nc2ccc3c(c2)C(=O)N([C@H](C)CO)C[C@H](C)[C@H](CN(C)CC2CCCCC2)OCCCC[C@@H](C)O3)cc1,65.3
Cc1noc(C)c1NC(=O)N(C)C[C@H]1Oc2c(NC(=O)Nc3ccccc3)cccc2C(=O)N([C@H](C)CO)C[C@@H]1C,-3.3

# Ordered by molar mass (descending): part of the list above.
SMILES,U2OS ROS induce
Cc1noc(C)c1S(=O)(=O)Nc1ccc2c(c1)C(=O)N([C@H](C)CO)C[C@H](C)[C@H](CN(C)S(=O)(=O)c1ccc(Cl)cc1)OCCCC[C@@H](C)O2,16.1
COc1ccc(S(=O)(=O)Nc2ccc3c(c2)C(=O)N([C@H](C)CO)C[C@H](C)[C@H](CN(C)CC2CCCCC2)OCCCC[C@@H](C)O3)cc1,65.3
Cc1ccc2c(c1O)C(=O)c1ccc(O[C@@H]3O[C@H](CO[C@@H]4OC[C@@H](O)[C@H](O)[C@H]4O)[C@@H](O)[C@H](O)[C@H]3O)cc1C2=O,18.0
COc1cc(/C=N/NC(=O)CCCCCC(=O)Nc2ccccc2O)c(Br)cc1O,25.1
CCn1c(SCC(=O)Nc2ccc(OC)c(Cl)c2)nnc1-c1ccc(C)cc1,3.0
C=C1CCC2[C@](C)(CCC[C@]2(C)C(=O)O)[C@H]1CC/C(C)=C/C(=O)O (stereo partly specified),-6.5

# (cont.)
SMILES,U2OS ROS induce
Cc1cc(=O)[nH]c(Nc2nc(C)c3cccc(C)c3n2)n1,-0.6
Cc1noc(C)c1NC(=O)N(C)C[C@@H]1Oc2c(NC(=O)Nc3ccc(C(F)(F)F)cc3)cccc2C(=O)N([C@H](C)CO)C[C@H]1C,-6.7
C[C@@H]1CN([C@H](C)CO)C(=O)Cc2cc(NS(=O)(=O)c3ccc(F)cc3)ccc2O[C@@H]1CN(C)S(C)(=O)=O,8.9
CCCCn1c(=O)c2c(ncn2CC(C)=O)n(CCCC)c1=O,4.1
C[C@@H]1CN([C@H](C)CO)C(=O)Cc2cc(NC(=O)C3CCCCC3)ccc2O[C@H]1CN(C)C(=O)Nc1cccc2ccccc12,-2.7
O=C(O)c1cccc(S(=O)(=O)NCc2ccco2)c1,-9.0
COc1ccc(S(=O)(=O)N(C)C[C@H]2Oc3ccc(NC(=O)NC4CCCCC4)cc3CC(=O)N([C@@H](C)CO)C[C@H]2C)cc1,0.2
CCn1c(=O)cc(N2CCC(C)CC2)[nH]c1=O,-11.3
Cc1noc(C)c1NC(=O)N(C)C[C@@H]1Oc2ccc(NS(=O)(=O)c3ccc(Cl)cc3)cc2C(=O)N([C@@H](C)CO)C[C@H]1C,-7.0
COc1c(O[C@@H]2O[C@H](C(=O)O)[C@@H](O)[C@H](O)[C@H]2O)cc(O)c2c(=O)cc(-c3ccccc3)oc12,-4.7
C[C@H]1CN([C@@H](C)CO)C(=O)c2cccc(NC(=O)Nc3ccc4c(c3)OCO4)c2O[C@H]1CN(C)Cc1ccc(C(F)(F)F)cc1,-2.2
C[C@H](CO)N1C[C@H](C)[C@H](CN(C)Cc2ccncc2)Oc2c(NC(=O)C3CC3)cccc2C1=O,-8.5
O=C(CSc1nc2ccccc2c(=O)n1CC1CCCO1)Nc1cccc(C(F)(F)F)c1 (stereo unspecified),2.4
CS(=O)(=O)N(CC(=O)Nc1cccc(Br)c1)c1ccccc1F,1.7
CCN(CC(=O)Nc1cccc([N+](=O)[O-])c1)S(=O)(=O)c1ccc(Br)cc1,26.4
O=C(O)c1ccc2c3c1cccc3c(=O)n1c3ccccc3nc21,4.6
CC(C)N(Cc1ccccc1)C(=O)C1=CCN(S(=O)(=O)c2ccc(F)cc2)CC1,-4.6
COc1ccc(NC(=O)CS(=O)(=O)Cc2ccccc2)c([N+](=O)[O-])c1,-10.5
C[C@H]1CN([C@@H](C)CO)C(=O)c2cccc(NS(=O)(=O)c3cccs3)c2O[C@@H]1CN(C)C(=O)Nc1cccc2ccccc12,14.4
Cc1cc(C)nc(SCCS(=O)Cc2ccc(Cl)cc2)n1 (stereo unspecified),-0.3
C[C@H](CO)N1C[C@H](C)[C@H](CN(C)C(=O)Nc2ccc(F)cc2)Oc2ccc(NC(=O)CCCCCC(=O)Nc3ccccc3N)cc2CC1=O,-1.3
COc1ccc(S(=O)(=O)Nc2ccc3c(c2)CC(=O)N([C@@H](C)CO)C[C@@H](C)[C@@H](CN(C)CC2CCCCC2)O3)cc1,3.5
C[C@@H]1CCCCO[C@@H](CN(C)C(=O)c2ccccc2)[C@@H](C)CN([C@H](C)CO)C(=O)c2cc(NS(=O)(=O)c3ccccc3)ccc2O1,-4.2
C[C@@H]1CN([C@@H](C)CO)C(=O)c2cc(NC(=O)CCCCCC(=O)Nc3ccccc3N)ccc2O[C@H]1CN(C)S(C)(=O)=O,0.2
Cc1noc(C)c1NC(=O)Nc1cccc2c1O[C@@H](CN(C)C)[C@H](C)CN([C@@H](C)CO)C2=O,0.6
CN(C)CCCNC(=O)[C@@]1(c2ccc([N+](=O)[O-])cc2)CC(=O)N(CC23CC4CC(CC(C4)C2)C3)[C@@H]1c1ccc(CO)cc1,9.2
C[C@@H]1CN([C@H](C)CO)C(=O)c2cc(NC(=O)C3CC3)ccc2O[C@H]1CN(C)S(=O)(=O)c1ccccc1,4.4
O=C(CCN1C(=O)COc2ccccc21)NCCN1CCc2ccccc2C1,-8.2
C[C@H](CO)N1C[C@H](C)[C@H](CN(C)C(=O)NC2CCCCC2)Oc2c(NC(=O)C3CCCCC3)cccc2C1=O,-11.3
C[C@@H]1CN([C@@H](C)CO)C(=O)CCCn2nncc2CO[C@H]1CN(C)S(=O)(=O)c1ccc(Oc2ccccc2)nc1,137.9*
O=C(NCc1csc(-c2cccs2)n1)Nc1cccc(Cl)c1,-10.5
COc1ccccc1C(=O)NCCCN1CCCC1=O,-0.9
C[C@H](CO)N1C[C@H](C)[C@H](CN(C)Cc2ccc(C(F)(F)F)cc2)Oc2ccc(NC(=O)Cc3cn(C)c4ccccc34)cc2C1=O,13.1
Cc1ccc(S(=O)(=O)N(C)Cc2nc(-c3ccc(Cl)cc3)no2)cc1,24.8
C[C@@H]1CN([C@@H](C)CO)C(=O)c2cc(N(C)C)ccc2O[C@@H]1CN(C)C(=O)Nc1ccc(C(F)(F)F)cc1,3.6
CC(C)[C@H](N)C(=O)OCCOCn1cnc2c(=O)[nH]c(N)nc21,0.8
CC(C)Cn1c(SCC(=O)c2ccc(Cl)cc2)nc2ccccc2c1=O,13.7
Cc1ccc(NC(=O)Cn2c(-c3nonc3N)nc3ccccc32)cc1Cl,-30.3
Cc1ccc(SCCCCSc2nc(C)cc(=O)[nH]2)cc1,-0.7
Cc1noc(C)c1S(=O)(=O)Nc1cccc2c1O[C@H](CN(C)CC1CCCCC1)[C@H](C)CN([C@@H](C)CO)C2=O,11.1

# Taken from above, 2 compounds:
SMILES,U2OS ROS induce
Cc1ccc(SCCCCSc2nc(C)cc(=O)[nH]2)cc1,-0.7
Cc1noc(C)c1S(=O)(=O)Nc1cccc2c1O[C@H](CN(C)CC1CCCCC1)[C@H](C)CN([C@@H](C)CO)C2=O,11.1

# (cont.)
SMILES,U2OS ROS induce
COc1ccc(-c2cnn(-c3ccccc3)c2N)cc1OC,-6.9
CNC[C@@H]1OCCCC[C@@H](C)Oc2ccc(NC(=O)CCCN(C)C)cc2C(=O)N([C@H](C)CO)C[C@@H]1C,25.9
C[C@H](CO)N1C[C@H](C)[C@H](CN(C)C(=O)Nc2cccc3ccccc23)Oc2ccc(NC(=O)Nc3ccc(F)cc3)cc2C1=O,4.5
Cc1ccc(S(=O)(=O)N(C)C[C@@H]2Oc3ccc(NC(=O)Nc4cccc5ccccc45)cc3CC(=O)N([C@H](C)CO)C[C@@H]2C)cc1,18.0
N#C/C(=C\c1ccc(O)c(O)c1)C(=O)NCCCCc1ccccc1,-1.2
Cc1ccccc1C(=O)c1ccc2c(c1)n(C)c(=O)n2C,1.4
COc1ccc(S(=O)(=O)Nc2ccc3c(c2)CC(=O)N([C@H](C)CO)C[C@@H](C)[C@H](CN(C)Cc2ccc(Oc4ccccc4)cc2)O3)cc1,71.7
C[C@H]1CN([C@@H](C)CO)C(=O)c2cccc(NS(=O)(=O)c3ccc(Cl)cc3)c2O[C@H]1CN(C)S(C)(=O)=O,-4.7
Cc1cccc(-n2ncc3ccccc3c2=O)c1,-3.1
O=C(NCc1ccccc1)C1C2C=CC3(CN(Cc4cccnc4)C(=O)C13)O2 (stereo unspecified),-3.5
Cc1noc(C)c1S(=O)(=O)N(C)C[C@H]1Oc2ccc(NC(=O)Nc3cccc4ccccc34)cc2CC(=O)N([C@H](C)CO)C[C@H]1C,56.0
CNC[C@@H]1Oc2c(NS(C)(=O)=O)cccc2C(=O)N([C@H](C)CO)C[C@@H]1C,-7.9
C[C@@H]1CN([C@@H](C)CO)C(=O)c2cc(NC(=O)Cn3cnnn3)ccc2O[C@@H]1CN(C)C,-2.3
O=C(O)CCCCCCC(=O)N/N=C/c1cccc2ccccc12,9.8
CC(=O)Nc1ccc(S(=O)(=O)NC2=NCN(C)CN2)cc1,-0.6
COc1ccc(S(=O)(=O)N(C)C[C@@H]2Oc3ccc(NC(=O)NC(C)C)cc3C(=O)N([C@@H](C)CO)C[C@H]2C)cc1,-7.9
Cc1ccc(NC(=O)CN(c2c(C)cccc2C)S(C)(=O)=O)cc1C,-1.9
C[C@@H]1CN([C@H](C)CO)C(=O)c2cccc(NC(=O)C3CCCCC3)c2O[C@H]1CN(C)C(=O)Nc1cccc2ccccc12,1.3
Cc1nnc(Sc2ccc(/C=N/NC(=O)c3ccc(C(=O)NO)cc3)o2)n1C,-5.5
C[C@H](CO)N1C[C@H](C)[C@H](CN(C)Cc2ccc(C(F)(F)F)cc2)Oc2c(NC(=O)c3ccc(-c4nccs4)cc3)cccc2C1=O,23.8
CNC[C@H]1Oc2ccc(NS(=O)(=O)c3ccc(Cl)cc3)cc2C(=O)N([C@@H](C)CO)C[C@H]1C,-10.9
C[C@H]1CN([C@@H](C)CO)C(=O)Cc2cc(NS(C)(=O)=O)ccc2O[C@H]1CN(C)C,-10.7
COc1ccc(S(=O)(=O)Nc2ccc3c(c2)CC(=O)N([C@@H](C)CO)C[C@H](C)[C@H](CN(C)Cc2ccc4c(c2)OCO4)O3)cc1,13.1
Cc1ccc(S(=O)(=O)Nc2ccc3c(c2)C(=O)N([C@@H](C)CO)C[C@@H](C)[C@H](CN(C)Cc2ccc(-c4ccccc4)cc2)O3)cc1,15.5
Cc1cccc(Oc2coc3cc(OC(=O)c4cccs4)ccc3c2=O)c1,24.0
CC(C)NC(=O)N(C)C[C@@H]1Oc2c(NC(=O)NC3CCCCC3)cccc2C(=O)N([C@H](C)CO)C[C@@H]1C,62.6
COc1ccc(S(=O)(=O)N(C)C[C@H]2Oc3ccc(NC(=O)Nc4cccc5ccccc45)cc3CC(=O)N([C@@H](C)CO)C[C@H]2C)cc1,26.2
CC(Oc1ccc(Cl)cc1Cl)C(=O)NCCC1=CCCCC1 (stereo unspecified),1.2
C[C@@H]1CN([C@@H](C)CO)C(=O)c2cccc(NS(C)(=O)=O)c2O[C@H]1CN(C)C(=O)Nc1ccccc1,-4.0
CCN(C(=O)CSc1nc2ccccc2c2nc3ccccc3n12)c1cccc(C)c1,-5.7
COc1ccc(S(=O)(=O)Nc2cccc3c2O[C@H](CN(C)C(=O)NC(C)C)[C@@H](C)CN([C@@H](C)CO)C3=O)cc1,22.3
C[C@@H]1CN([C@H](C)CO)C(=O)Cc2cc(NC(=O)CCCN(C)C)ccc2O[C@H]1CN(C)Cc1ccc(Oc2ccccc2)cc1,5.4
Cc1noc(C)c1NC(=O)Nc1ccc2c(c1)C(=O)N([C@H](C)CO)C[C@H](C)[C@H](CN(C)Cc1ccc(C(=O)Nc3ccccc3N)cc1)OCCCC[C@@H](C)O2,-3.6
COCCOC(=O)N1C(=O)[C@@]2(c3cc(C#Cc4ccc(OC)cc4)ccc31)[C@H](c1ccccc1OCCO)N1[C@H](c3ccccc3)[C@H](c3ccccc3)OC(=O)[C@H]1[C@@H]2C(=O)N1CCc2cc(OC)c(OC)cc2C1,111.7*
O=C(O)CSC12CC3CC(CC(C3)C1)C2,-6.8
COc1cccc(C(=O)NC2CC(C)(C)NC(C)(C)C2)c1,-2.0
C[C@H]1CN([C@@H](C)CO)C(=O)c2cccc(NS(=O)(=O)c3ccc(F)cc3)c2O[C@@H]1CN(C)C(=O)Nc1ccccc1,-4.1
Cc1ccc(S(=O)(=O)N(C)C[C@H]2Oc3c(NC(=O)c4cnccn4)cccc3C(=O)N([C@H](C)CO)C[C@H]2C)cc1,-5.3
Cc1cc(NC(=O)CSc2cn(Cc3ccc(F)cc3)c3ccccc23)no1,-1.3
C[C@@H]1CN([C@H](C)CO)C(=O)CCCn2nncc2CO[C@H]1CN(C)Cc1ccc(C(F)(F)F)cc1,14.8
Cc1noc(C)c1NC(=O)Nc1ccc2c(c1)CC(=O)N([C@H](C)CO)C[C@@H](C)[C@H](CN(C)S(=O)(=O)c1ccc(F)cc1)O2,-8.6
CC(Oc1cccc(NC(=O)c2ccc(Br)cc2)c1)C(=O)c1ccccc1 (stereo unspecified),-0.8
Cc1c(N(C)C)c(=O)n(-c2ccccc2)n1C,-1.9
C[C@@H]1CN([C@H](C)CO)C(=O)Cc2cc(NC(=O)Nc3ccc4c(c3)OCO4)ccc2O[C@@H]1CN(C)S(C)(=O)=O,-2.5
COc1ccccc1C1CCN(S(=O)(=O)c2ccc(-c3csc(C)n3)s2)CC1,-4.2
